Screens from PubChem BioAssay.
TcdB inh – TcdB glycohydrolase inhibitors, primary screen, biochemical, single point, plate reader | hit rate 0.24% among 350,000 | TcdB glycohydrolase enzymatic assay | inhibition, % at 9.99 µM | Toxin B (Clostridioides difficile), P18177; in the data active = inhibition above about 10%
Target sequence (P18177 whole entry, looked up): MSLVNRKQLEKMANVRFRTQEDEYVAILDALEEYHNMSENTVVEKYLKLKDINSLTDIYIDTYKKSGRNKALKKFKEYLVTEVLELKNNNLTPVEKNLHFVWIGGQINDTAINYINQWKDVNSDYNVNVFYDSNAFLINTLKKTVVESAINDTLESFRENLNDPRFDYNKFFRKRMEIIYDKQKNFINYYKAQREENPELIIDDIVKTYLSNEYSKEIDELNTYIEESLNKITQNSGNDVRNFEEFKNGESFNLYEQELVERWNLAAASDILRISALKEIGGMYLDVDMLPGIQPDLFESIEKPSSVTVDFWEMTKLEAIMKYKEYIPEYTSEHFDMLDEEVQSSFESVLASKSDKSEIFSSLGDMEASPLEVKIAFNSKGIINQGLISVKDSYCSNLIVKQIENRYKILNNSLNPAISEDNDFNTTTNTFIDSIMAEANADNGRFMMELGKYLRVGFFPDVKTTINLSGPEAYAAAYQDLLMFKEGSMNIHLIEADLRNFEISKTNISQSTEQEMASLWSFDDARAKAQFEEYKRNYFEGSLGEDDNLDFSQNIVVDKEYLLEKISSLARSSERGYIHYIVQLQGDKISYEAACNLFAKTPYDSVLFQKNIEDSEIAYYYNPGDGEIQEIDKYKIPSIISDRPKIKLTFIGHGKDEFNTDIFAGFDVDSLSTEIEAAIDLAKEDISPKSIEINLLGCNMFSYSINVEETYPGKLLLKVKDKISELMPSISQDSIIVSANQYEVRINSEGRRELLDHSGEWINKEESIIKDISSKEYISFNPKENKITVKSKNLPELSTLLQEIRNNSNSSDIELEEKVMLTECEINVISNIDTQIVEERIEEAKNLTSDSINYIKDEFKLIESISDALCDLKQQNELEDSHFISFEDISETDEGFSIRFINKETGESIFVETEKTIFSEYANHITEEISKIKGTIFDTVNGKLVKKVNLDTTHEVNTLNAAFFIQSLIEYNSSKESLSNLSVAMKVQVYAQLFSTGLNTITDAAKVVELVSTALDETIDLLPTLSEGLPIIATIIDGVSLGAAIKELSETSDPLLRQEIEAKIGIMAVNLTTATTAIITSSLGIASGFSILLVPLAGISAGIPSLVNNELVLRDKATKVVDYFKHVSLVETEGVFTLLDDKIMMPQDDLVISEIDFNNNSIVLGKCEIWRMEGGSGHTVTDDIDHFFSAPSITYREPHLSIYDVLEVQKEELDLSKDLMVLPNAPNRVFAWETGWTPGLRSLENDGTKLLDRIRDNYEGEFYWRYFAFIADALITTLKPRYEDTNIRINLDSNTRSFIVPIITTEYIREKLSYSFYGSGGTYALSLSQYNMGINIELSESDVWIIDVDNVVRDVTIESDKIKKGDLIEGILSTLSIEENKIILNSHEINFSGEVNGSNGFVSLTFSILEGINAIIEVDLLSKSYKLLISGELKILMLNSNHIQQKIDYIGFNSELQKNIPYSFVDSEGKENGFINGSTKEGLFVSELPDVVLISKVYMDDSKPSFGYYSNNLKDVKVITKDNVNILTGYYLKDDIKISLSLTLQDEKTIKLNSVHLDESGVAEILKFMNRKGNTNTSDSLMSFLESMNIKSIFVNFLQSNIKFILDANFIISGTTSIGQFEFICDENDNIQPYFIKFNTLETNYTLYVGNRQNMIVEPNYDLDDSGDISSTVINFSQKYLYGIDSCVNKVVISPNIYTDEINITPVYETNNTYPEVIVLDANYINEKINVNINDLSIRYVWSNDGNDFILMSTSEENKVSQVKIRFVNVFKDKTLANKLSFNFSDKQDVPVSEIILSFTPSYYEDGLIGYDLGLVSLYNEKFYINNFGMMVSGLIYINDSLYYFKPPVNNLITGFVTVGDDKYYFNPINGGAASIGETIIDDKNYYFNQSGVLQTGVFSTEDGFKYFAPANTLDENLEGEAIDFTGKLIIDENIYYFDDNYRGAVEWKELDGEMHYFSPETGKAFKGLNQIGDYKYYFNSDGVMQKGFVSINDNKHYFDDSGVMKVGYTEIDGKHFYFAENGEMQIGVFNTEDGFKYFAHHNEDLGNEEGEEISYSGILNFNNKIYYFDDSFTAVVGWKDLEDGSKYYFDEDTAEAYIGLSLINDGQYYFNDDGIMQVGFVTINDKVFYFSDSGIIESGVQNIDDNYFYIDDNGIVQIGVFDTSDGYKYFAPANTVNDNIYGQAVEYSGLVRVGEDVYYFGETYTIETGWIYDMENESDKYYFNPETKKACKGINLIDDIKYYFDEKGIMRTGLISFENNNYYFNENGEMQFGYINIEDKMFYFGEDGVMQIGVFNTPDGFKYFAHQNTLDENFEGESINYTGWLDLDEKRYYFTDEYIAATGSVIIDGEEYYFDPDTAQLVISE
Active calls of the source: *.

SMILES	TcdB inh
C[C@@H]1CN([C@H](C)CO)C(=O)c2cccc(NC(=O)NC3CCCCC3)c2O[C@@H]1CN(C)C(=O)Nc1cccc2ccccc12	0.9
COC(=O)C[C@@H]1CC[C@@H]2[C@H](COc3ccc(NC(=O)c4ccc(F)cc4)cc3C(=O)N2C)O1	1.9
C[C@H]1CN([C@@H](C)CO)C(=O)c2cc(NC(=O)Cc3cn(C)c4ccccc34)ccc2O[C@@H]1CN(C)C(=O)NC1CCCCC1	-0.1
C[C@H](CO)N1C[C@H](C)[C@@H](CN(C)C(=O)Nc2cccc3ccccc23)Oc2ccc(NS(=O)(=O)c3cn(C)cn3)cc2C1=O	-2.0
CC(C)NC(=O)Nc1ccc2c(c1)C(=O)N([C@@H](C)CO)C[C@H](C)[C@@H](CN(C)C(=O)Nc1ccc(C(F)(F)F)cc1)O2	0.5
Cc1noc(C)c1S(=O)(=O)Nc1ccc2c(c1)C(=O)N([C@@H](C)CO)C[C@H](C)[C@H](CN(C)Cc1ccccc1)OCCCC[C@H](C)O2	-0.6
CN1C(=O)c2cc(NC(=O)c3ccc4c(c3)OCO4)ccc2OC[C@@H]2O[C@@H](CC(=O)O)CC[C@@H]21	-1.5
O=C(C1CC1)N1CCCCN2[C@@H](CO)[C@H](c3ccc(C#CC4CC4)cc3)[C@@H]2C1	0.5
Cc1ccc(S(=O)(=O)N(C)C[C@@H]2Oc3ccc(NC(=O)CCC(F)(F)F)cc3CC(=O)N([C@@H](C)CO)C[C@H]2C)cc1	0.9
COCCNC(=O)c1cc2c(c(-c3cccc(-c4ccc(C#N)cc4)c3)n1)[C@@H](CCO)N(C(=O)CC1CC1)C2	0.9
O=C(C[C@H]1C[C@H]2c3cc(NC(=O)NC4CCCC4)ccc3O[C@H]2[C@@H](CO)O1)NCC(F)(F)F	-0.6
CCCC(=O)Nc1ccc2c(c1)OC[C@@H](C)N(C(=O)CC)C[C@H](C)[C@H](OC)CN(C)C2=O	-0.9
COCC(=O)N1CC(=O)N2[C@H](CO)[C@H](c3ccc(C#Cc4cccnc4)cc3)[C@@H]2C1	0.5
CO[C@H]1CN(C)C(=O)c2ccc(NC(=O)c3cnccn3)cc2OC[C@@H](C)N(C(=O)C2CC2)C[C@H]1C	-0.1
O=C(C[C@H]1C=C[C@H](NS(=O)(=O)c2ccccc2F)[C@@H](CO)O1)NCCCN1CCOCC1	0.2
COc1ccc(S(=O)(=O)Nc2ccc3c(c2)C(=O)N([C@@H](C)CO)C[C@H](C)[C@H](CN(C)S(C)(=O)=O)OCCCC[C@@H](C)O3)cc1	-0.8
COCCNC(=O)C[C@H]1C[C@H]2c3cc(NC(=O)CN(C)C)ccc3O[C@H]2[C@@H](CO)O1	-0.3
CCCN1[C@@H]2Cn3c(ccc(-c4ccccc4OC)c3=O)[C@H]1[C@@H](C(=O)N1CCOCC1)[C@@H]2CO	-0.5
COCC(=O)Nc1ccc2c(c1)OC[C@H](C)N(Cc1cc(F)ccc1F)C[C@@H](C)[C@@H](OC)CN(C)C2=O	0.0
CO[C@H]1CN(C)C(=O)c2cc(NC(=O)NC(C)C)ccc2OC[C@@H](C)N(Cc2ccccn2)C[C@@H]1C	0.6
O=C(C[C@@H]1CC[C@@H](NC(=O)Nc2cccc(F)c2)[C@H](CO)O1)NCC1CCCCC1	-0.1
O=C(Cc1cccnc1)N[C@H]1CC[C@H](CCn2cc(-c3ccccc3F)nn2)O[C@H]1CO	0.6
C[C@@H]1CN([C@H](C)CO)C(=O)c2cccc(NC(=O)c3ccc(-c4nccs4)cc3)c2O[C@@H]1CN(C)S(=O)(=O)c1ccc(Cl)cc1	-1.2
C[C@H]1CN([C@@H](C)CO)C(=O)c2cccc(NC(=O)C3CCCCC3)c2O[C@H]1CN(C)CC1CC1	-0.5
C/C=C/c1ccc([C@H]2[C@@H](CNS(C)(=O)=O)N(CC3CC3)[C@H]2CO)cc1	0.9
O=C(C[C@@H]1CC[C@@H]2[C@H](COC[C@@H](O)CN2C(=O)Nc2cc(Cl)cc(Cl)c2)O1)N1CCCCC1	0.6
O=C(C[C@H]1C=C[C@H](NC(=O)Nc2ccccc2F)[C@@H](CO)O1)NCc1ccc(F)cc1	0.3
COc1ccc(S(=O)(=O)N(C)C[C@H]2Oc3c(NS(=O)(=O)c4ccccc4)cccc3C(=O)N([C@@H](C)CO)C[C@H]2C)cc1	1.2
C[C@H]1CN([C@@H](C)CO)C(=O)Cc2cc(NC(=O)Cc3cn(C)c4ccccc34)ccc2O[C@@H]1CN(C)Cc1ccccc1	0.7
C[C@H](NC(=O)C[C@@H]1CC[C@H](NC(=O)C2CCOCC2)[C@H](CO)O1)c1ccccc1	1.0
Cc1ccc(-c2ccc([C@@H]3[C@H]4CN(C(=O)c5ccncc5)CCCCN4[C@H]3CO)cc2)cc1	-0.4
C[C@H](CO)N1C[C@H](C)[C@H](CN(C)Cc2ccc3c(c2)OCO3)Oc2c(NC(=O)C3CC3)cccc2C1=O	0.5
CO[C@H]1CN(C)C(=O)c2ccc(NS(=O)(=O)c3ccc(Cl)cc3)cc2OC[C@H](C)N(C)C[C@H]1C	-1.4
COc1ccc(NC(=O)N(C)C[C@@H]2OCCCC[C@H](C)Oc3ccc(NC(=O)Nc4ccc(C(F)(F)F)cc4)cc3C(=O)N([C@@H](C)CO)C[C@@H]2C)cc1	-0.6
CCC(=O)Nc1ccc2c(c1)C(=O)N(C)[C@H]1CC[C@H](CC(=O)N[C@@H](C)c3ccccc3)O[C@H]1CO2	-0.1
COc1ccc(CN(C)C[C@@H]2Oc3ccc(NC(=O)Cc4ccccc4)cc3C(=O)N([C@H](C)CO)C[C@@H]2C)cc1	2.4
CO[C@@H]1CN(C)C(=O)c2cc(NC(C)=O)ccc2OC[C@H](C)N(C(=O)Cc2ccccn2)C[C@@H]1C	0.9
CC(C)NC(=O)N(C)C[C@@H]1OCCCC[C@@H](C)Oc2ccc(NC(=O)c3ccccc3)cc2C(=O)N([C@@H](C)CO)C[C@H]1C	0.9
CCCC#Cc1cnc2c(c1)C(=O)N([C@@H](C)CO)C[C@@H](C)[C@H](CN(C)S(C)(=O)=O)O2	0.2
Cc1ccc(-c2ccccc2[C@@H]2[C@H](C#N)N(C(=O)Cc3cccnc3)[C@H]2CO)cc1	-2.7
Cc1ccc(-c2cnc3c(c2)C(=O)N([C@@H](C)CO)C[C@@H](C)[C@@H](CN(C)C(=O)c2cccc(F)c2)O3)cc1	1.4
COc1ccc(CN(C)C[C@@H]2Oc3c(NC(=O)Nc4c(C)noc4C)cccc3C(=O)N([C@@H](C)CO)C[C@H]2C)cc1	-0.3
CC(C)NC(=O)Nc1ccc2c(c1)CC(=O)N([C@H](C)CO)C[C@@H](C)[C@@H](CN(C)C(=O)Nc1ccc(F)cc1)O2	0.6
C[C@H](CO)N1C[C@H](C)[C@H](CN(C)C(=O)Cc2cccnc2)Oc2ncc(C#CCc3ccccc3)cc2C1=O	-0.1
CCCC(=O)N1CC2(C1)CN(C(=O)CN1CCOCC1)[C@H](CO)c1c2c2ccc(OC)cc2n1C	-0.2
COCC(=O)N(C)C[C@H]1Oc2cc(C#C[C@@H](C)O)ccc2S(=O)(=O)N([C@@H](C)CO)C[C@H]1C	0.7
C[C@@H]1CN([C@@H](C)CO)S(=O)(=O)c2ccc(C3=CCCCC3)cc2O[C@H]1CN(C)C(=O)C1CCCCC1	-0.4
O=C(O)[C@H]1[C@H](CO)[C@H]2Cn3c(ccc(/C=C/c4ccccc4)c3=O)[C@H]2N1Cc1ccc2c(c1)OCO2	-0.2

Laid out differently: entries from further up.
structure | TcdB inh
Cc1ccc(-c2ccccc2[C@@H]2[C@H](C#N)N(C(=O)Cc3cccnc3)[C@H]2CO)cc1 | -2.7
Cc1ccc(-c2cnc3c(c2)C(=O)N([C@@H](C)CO)C[C@@H](C)[C@@H](CN(C)C(=O)c2cccc(F)c2)O3)cc1 | 1.4
COc1ccc(CN(C)C[C@@H]2Oc3c(NC(=O)Nc4c(C)noc4C)cccc3C(=O)N([C@@H](C)CO)C[C@H]2C)cc1 | -0.3
CC(C)NC(=O)Nc1ccc2c(c1)CC(=O)N([C@H](C)CO)C[C@@H](C)[C@@H](CN(C)C(=O)Nc1ccc(F)cc1)O2 | 0.6
C[C@H](CO)N1C[C@H](C)[C@H](CN(C)C(=O)Cc2cccnc2)Oc2ncc(C#CCc3ccccc3)cc2C1=O | -0.1
CCCC(=O)N1CC2(C1)CN(C(=O)CN1CCOCC1)[C@H](CO)c1c2c2ccc(OC)cc2n1C | -0.2
COCC(=O)N(C)C[C@H]1Oc2cc(C#C[C@@H](C)O)ccc2S(=O)(=O)N([C@@H](C)CO)C[C@H]1C | 0.7

(cont.)
SMILES	TcdB inh
C[C@H]1CN([C@@H](C)CO)C(=O)c2cccc(NC(=O)c3nc4ccccc4s3)c2O[C@@H]1CN(C)S(=O)(=O)c1cn(C)cn1	0.8
CCCC(=O)Nc1ccc2c(c1)C(=O)N(C)C[C@H](OC)[C@@H](C)CN(C(C)=O)[C@H](C)CO2	0.9
C[C@H](CO)N1C[C@H](C)[C@@H](CN(C)C(=O)Nc2cccc3ccccc23)Oc2c(NC(=O)Nc3ccc(C(F)(F)F)cc3)cccc2C1=O	-0.8
COc1ccccc1C#Cc1ccc([C@H]2[C@H]3CN(C(=O)C4CCCC4)CCCCN3[C@H]2CO)cc1	0.8
C[C@@H]1CN([C@H](C)CO)C(=O)c2cc(C3=CCCC3)cnc2O[C@@H]1CN(C)C(=O)c1ccc(F)cc1	-1.1
COc1cccc(C#Cc2ccc3c(c2)O[C@@H](CN(C)C(=O)CN2CCOCC2)[C@@H](C)CN([C@@H](C)CO)S3(=O)=O)c1	1.5
CCC(=O)Nc1ccc2c(c1)C(=O)N(C)C[C@@H](OC)[C@@H](C)CN(Cc1ccccc1OC)[C@H](C)CO2	-5.1
C[C@@H]1CN([C@H](C)CO)C(=O)Cc2cc(NS(=O)(=O)c3cn(C)cn3)ccc2O[C@H]1CN(C)C(=O)Nc1cccc2ccccc12	-0.5
COc1ccccc1C#Cc1ccc([C@H]2[C@@H](C#N)N(C(=O)C3CCCCC3)[C@@H]2CO)cc1	0.5
CN(C)C(=O)c1ccc(-c2ccc([C@H]3[C@H]4CN(S(C)(=O)=O)CCCCN4[C@H]3CO)cc2)cc1	0.0
COc1ccc(NC(=O)Nc2cccc3c2O[C@@H](CN(C)Cc2ccc(-c4ccccc4)cc2)[C@H](C)CN([C@@H](C)CO)C3=O)cc1	0.3
C[C@H]1CN([C@@H](C)CO)C(=O)Cc2cc(NC(=O)c3ccncc3)ccc2O[C@H]1CN(C)C(=O)Nc1ccc2c(c1)OCO2	-1.1
C[C@@H]1CN([C@@H](C)CO)C(=O)c2cc(-c3ccncc3)cnc2O[C@@H]1CN(C)C(=O)c1cccc(F)c1	-0.5
CN1CCN(C(=O)C[C@H]2CC[C@@H]3[C@H](COC[C@@H](O)CN3Cc3cccc(F)c3)O2)CC1	-1.0
C[C@@H]1CCCCO[C@H](CN(C)C(=O)CCC(F)(F)F)[C@H](C)CN([C@H](C)CO)C(=O)c2cc(NC(=O)NC3CCCCC3)ccc2O1	0.5
CC(C)CC#Cc1cnc2c(c1)C(=O)N([C@@H](C)CO)C[C@@H](C)[C@H](CN(C)S(=O)(=O)c1cn(C)cn1)O2	0.1
COc1cccc(-c2ccc3c(c2)[C@@H]2[C@@H](CCN2C(=O)C2CCCC2)[C@H](CO)N3)c1	1.5
CN(C)C(=O)c1cccc(-c2ccc([C@H]3[C@H](CO)N4CCCCN(CC5CCOCC5)C[C@@H]34)cc2)c1	-0.1
CCCC#Cc1ccc([C@@H]2[C@@H](C#N)N(C(=O)C3CCCCC3)[C@@H]2CO)cc1	-0.6
CN(C)C(=O)C[C@@H]1CC[C@@H](NS(=O)(=O)c2ccccc2)[C@H](CO)O1	-1.2
C[C@H](CO)N1C[C@H](C)[C@H](CN(C)CC2CC2)Oc2ccc(NC(=O)C3CCCCC3)cc2CC1=O	0.1
CC(=O)N1[C@@H](CO)[C@H](c2ccccc2)C12CN(C(=O)c1ccc3c(c1)OCO3)C2	-0.3
O=C(CC1CC1)N[C@@H]1CC[C@H](CCNS(=O)(=O)c2ccc(F)cc2)O[C@H]1CO	-2.4
C[C@H](CO)N1C[C@H](C)[C@@H](CN(C)Cc2ccncc2)Oc2cc(C#CCN(C)C)ccc2S1(=O)=O	-1.7

Structural class: the compounds so far containing a COOH group
SMILES	TcdB inh
CN1C(=O)c2cc(NC(=O)c3ccc4c(c3)OCO4)ccc2OC[C@@H]2O[C@@H](CC(=O)O)CC[C@@H]21	-1.5
O=C(O)[C@H]1[C@H](CO)[C@H]2Cn3c(ccc(/C=C/c4ccccc4)c3=O)[C@H]2N1Cc1ccc2c(c1)OCO2	-0.2

The list continues.
SMILES	TcdB inh
C[C@H]1CN([C@@H](C)CO)S(=O)(=O)c2ccc(C#CC3(O)CCCC3)cc2O[C@H]1CN(C)C(=O)Cc1ccccc1	-0.2
C[C@@H]1CN([C@@H](C)CO)S(=O)(=O)c2ccc(C#CCN(C)C)cc2O[C@@H]1CN(C)S(C)(=O)=O	0.0
C[C@H]1CN([C@@H](C)CO)C(=O)c2cc(NS(=O)(=O)c3ccc(F)cc3)ccc2O[C@@H]1CN(C)C(=O)Nc1ccc(F)cc1	-0.9
C[C@H](CO)N1C[C@H](C)[C@H](CN(C)Cc2ccncc2)Oc2c(NC(=O)Nc3ccc(F)cc3)cccc2C1=O	-1.9
CCNC(=O)C[C@@H]1CC[C@@H]2[C@@H](COc3ccc(NC(=O)Nc4ccccc4C)cc3C(=O)N2C)O1	0.9
C[C@H]1CN([C@@H](C)CO)C(=O)c2cc(/C=C/c3ccccc3)cnc2O[C@H]1CN(C)C(=O)Cc1ccccn1	0.7
COc1ccc(NC(=O)Nc2ccc3c(c2)[C@@H]2C[C@@H](CC(=O)N4CCN(C)CC4)O[C@@H](CO)[C@@H]2O3)cc1	-0.2
C[C@@H]1CCCCO[C@@H](CN(C)C(=O)Nc2cccc3ccccc23)[C@H](C)CN([C@@H](C)CO)C(=O)c2cc(NC(=O)Nc3ccc(C(F)(F)F)cc3)ccc2O1	0.8
O=C(C[C@@H]1CC[C@@H](NC(=O)c2cccnc2)[C@@H](CO)O1)NCc1ccc(Cl)c(Cl)c1	-2.8

A portion of the library. The share of hits here may be higher or lower than overall.
